High-throughput results (PubChem)
DAX1 inh-1: NR0B1 (DAX1) inhibition; HEK293 Gal4-DAX1 luciferase reporter, luminescence; P51843; inhibition, % at 6.75 µM; AID 504766; 0.99% of 340,000 active;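 active means inhibition above the mean over all tested compounds plus 3 SD, cut at about 4.2% in these data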;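 further: 0% = DAX1-transfected cells with DMSO and 100% = empty-vector control cells with DMSO; inhibition shows as a rise in luminescence from relieved DAX1 repression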
Target sequence (P51843 207-470 limits assumed): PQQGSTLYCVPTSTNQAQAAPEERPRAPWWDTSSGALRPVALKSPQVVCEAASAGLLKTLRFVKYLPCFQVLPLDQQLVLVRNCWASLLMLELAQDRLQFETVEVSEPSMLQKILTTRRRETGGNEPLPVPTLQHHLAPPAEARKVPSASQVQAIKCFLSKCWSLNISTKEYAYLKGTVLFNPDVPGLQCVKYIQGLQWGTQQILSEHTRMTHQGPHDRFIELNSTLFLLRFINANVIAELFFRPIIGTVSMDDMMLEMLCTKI
hgDAF12 agonist: activates the H. glycines DAF-12 receptor ligand-binding domain; activation, % at 6.8 µM; 1.8% of 370,000 active; HEK293 GAL4-hgDAF12 UAS-luciferase reporter, agonist luminescence; normalized to butyrate control;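 active means activation above a cutoff set at the mean of all screened compounds plus 3 SD, cut at about 10% in these data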;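 further: 0% = DMSO wells and 100% = sodium butyrate wells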
DAX1 inh-2: blocks DAX1 repression of SF-1 activated StAR promoter | AID 652010 | HEK293T StAR-luciferase reporter, SF-1/DAX-1 repression relief | inhibition, % at 6.8 µM | 1.1% of 370,000 active;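 active means inhibition above the mean over all tested compounds plus 3 SD, cut at about 3.6% in these data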;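 further: 0% = DAX-1 cells with DMSO and 100% = cells lacking DAX-1 with DMSO; higher inhibition means more luminescence from relief of DAX-1 repression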
PG9 Ab binder: binds the HIV-1 gp120 antibody PG9; TR-FRET gp120-PG9 antibody binding; inhibition, % at 6.7 µM; 0.43% of 360,000 active; in the data active means inhibition above about 8.5%
GAA850 FXN act: increases GAA850 frataxin promoter reporter activity. activation, % at 6 µM. HEK293 lucGAA850 FXN promoter luciferase reporter, 24 h; percent of 10 µM SAHA response. 0.56% of 360,000 active;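 active means activation above the average of all compounds screened plus 3 SD, cutoff fixed separately per campaign, cut at about 7.5% in these data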;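 further: 0% = DMSO wells and 100% = 10 µM SAHA wells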
sPLA2-III inh: Inhibits HGIII-sPLA2 liposome hydrolysis, primary screen. Q9NZ20. QFRET BODIPY PC-A2 liposome hydrolysis, fluorescence. inhibition, % at 12.2 µM. 0.56% of 370,000 active. AID 743126;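 active means inhibition above mean plus 3 SD of compounds lying within the high and low control bounds, cut at about 19% in these data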;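 further: 0% = median of test compound wells and 100% = no enzyme DMSO wells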
ssDAF12 agonist: S. stercoralis DAF-12 activation, primary screen; AID 652126; HEK293 ssDAF-12/GRIP1 lit1-tk-luc reporter, luminescence; % of 3 µM dafachronic acid response; activation, % at 6.8 µM; 1% of 370,000 active;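 active means activation above the mean over all tested compounds plus 3 SD, cut at about 0.9% in these data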;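 further: 0% = DMSO-only wells and 100% = 3 µM delta7-dafachronic acid wells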
hcDAF12 agonist: H. contortus DAF-12 activation, primary screen; activation, % at 6.8 µM; AID 652067; HEK293 hcDAF-12 lit1-tk-luc reporter, luminescence; 0% DMSO, 100% Δ7-dafachronic acid; 1.4% of 370,000 active;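 active means activation above the mean of all tested compounds plus 3 SD, cut at about 5.5% in these data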;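 further: 100% = response to 3 µM Δ7-dafachronic acid high control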
PLC-beta3 inh: PLC-beta3 (human) inhibition, primary screen | inhibition, % at 12.2 µM | Q01970 | 0.18% of 370,000 active | AID 720704 | Purified PLC-beta3, fluorogenic substrate, fluorescence; in the data active means inhibition above about 11%;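 further: 0% = median of compound wells on plate and 100% = full blocker control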
NR1D1 modulator: Rev-erb alpha (human) modulation; 0.79% of 370,000 active; Rev-erbα–FITC-DNA binding, fluorescence polarization, 90 min; activity, % at 10 µM;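 active means activity above about 14%, limit read from the data; passing the limit was not always enough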;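 further: 0% = DMSO wells with 35 nM protein and 100% = DMSO wells with 750 nM protein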
Target sequence (P20393 whole entry, looked up): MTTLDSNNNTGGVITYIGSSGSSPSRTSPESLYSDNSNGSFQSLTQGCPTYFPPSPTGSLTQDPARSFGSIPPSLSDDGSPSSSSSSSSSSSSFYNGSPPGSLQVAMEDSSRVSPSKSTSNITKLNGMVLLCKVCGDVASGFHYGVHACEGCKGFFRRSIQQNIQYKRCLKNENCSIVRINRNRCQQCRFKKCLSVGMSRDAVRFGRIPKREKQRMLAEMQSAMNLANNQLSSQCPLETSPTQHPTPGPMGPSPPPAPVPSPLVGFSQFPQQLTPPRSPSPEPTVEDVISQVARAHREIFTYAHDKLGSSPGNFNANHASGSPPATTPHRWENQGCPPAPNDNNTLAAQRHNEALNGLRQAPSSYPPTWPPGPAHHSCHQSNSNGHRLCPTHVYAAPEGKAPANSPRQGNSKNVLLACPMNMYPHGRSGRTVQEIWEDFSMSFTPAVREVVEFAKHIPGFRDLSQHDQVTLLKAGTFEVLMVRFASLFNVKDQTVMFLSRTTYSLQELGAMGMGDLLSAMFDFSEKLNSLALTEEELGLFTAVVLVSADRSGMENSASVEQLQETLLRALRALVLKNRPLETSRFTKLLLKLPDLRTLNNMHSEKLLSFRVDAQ
SMARCA2 act: activators of SMARCA2 function | MG213 cells, MMTV-luciferase reporter, dexamethasone, overnight | activation, % at 9.1 µM | 1% of 370,000 active | AID 652017; in the data active means activation above about 7.8%;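 further: 0% = vehicle wells and 100% = reference activator wells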
Starred values were filed as active, the others as inactive; . = not tested or not shown.

mol	DAX1 inh-1	hgDAF12 agonist	DAX1 inh-2	PG9 Ab binder	GAA850 FXN act	sPLA2-III inh	ssDAF12 agonist	hcDAF12 agonist	PLC-beta3 inh	NR1D1 modulator	SMARCA2 act
CCCCCN1CC(=O)N2Cc3[nH]c4ccccc4c3C[C@H]2C1=O	-0.3	-3.6	-0.5	-1.9	-1.1	-10	-1.1	-3.1	-8	3	3
Cc1ccc2[nH]c(O)c(N=Nc3ccccc3[N+](=O)[O-])c2c1	1.1	2.6	0.8	0.8	2.2	5	0.4	3.3	1	-29	-2
O=C(Nc1ccccc1C(=O)N1CCOCC1)C1CC(=O)N(C2CCCC2)C1 (stereo unspecified)	1.4	-2.2	-0.4	-0.1	0.6	0	-1.1	-0.1	1	-6	-2
CCC1CCCCN1C(=O)CSc1nc(N)cc(N)n1 (stereo unspecified)	-0.5	0.1	-0.2	-0.7	-0.1	3	-1.1	1.0	-2	-3	-1
O=C(NNC(=O)c1cccnc1)Nc1cccc2ccccc12	0.2	-1.3	0.1	0.6	-0.7	0	-1.2	0.2	-11	5	-2
CC(=O)c1cc2c(cc1NS(=O)(=O)c1cccc(C(=O)O)c1)OCO2	-0.8	-2.9	-0.1	-0.2	2.0	3	-1.0	-1.3	-11	2	1
COc1ccc(C(=O)N2CCN(Cc3ccccn3)CC2)cc1	0.8	-1.1	0.2	0.5	0.3	-3	-0.8	-0.6	-6	-2	1
Cc1cc2c(SCC(=O)NC3CCCCC3)ncnc2s1	0.3	-0.7	-0.1	0.3	2.7	4	-0.9	-0.6	-5	3	-2
CC(=O)Nc1cccc(-c2ccnc3c2CC(C(=O)Nc2cccc(N(C)C)c2)O3)c1 (stereo unspecified)	.	1.7	-2.7	-2.7	-4.8	-2	-1.6	0.0	-7	7	-5
CC(C)N(Cc1ccccc1)C(=O)CN1C(=O)COc2ccc(S(=O)(=O)NC3CCCC3)cc21	1.0	-3.0	-0.2	-1.3	-0.3	-4	-0.3	-0.7	-7	-6	-4
Cc1cc(C(=O)Nc2ccc(F)cc2F)on1	-0.4	-0.4	0.5	-2.5	1.4	0	-0.8	0.4	1	2	-3
CCOc1cc(NC(=S)NCC2CCCO2)c(OCC)cc1NC(=O)c1ccccc1C (stereo unspecified)	-1.3	-1.8	-1.0	-0.9	0.9	7	-2.2	-0.5	-7	-1	-3
Cc1ccc(C)c(NC(=O)CSc2nccn2Cc2ccco2)c1	1.3	4.5	-0.7	-2.2	2.4	3	-1.0	2.8	0	-1	4
COc1ccc(/C=C2/SC(=S)N(n3c(C)ccc3C)C2=O)cc1	-0.3	-1.0	-0.8	-8.8	0.1	3	-1.3	-1.3	5	-2	1
O=C(OCc1ccc(-c2ccccc2)cc1)c1cccc(O)c1	2.7	7.5	-1.6	-1.4	2.0	-30	-0.8	2.5	-11	-8	2
COc1ccc(C(=O)C2CCCN(Cc3cccn3-c3nccs3)C2)cc1OC (stereo unspecified)	0.8	1.7	0.4	1.8	0.0	3	-1.1	-1.3	1	0	1
Cc1oc(-c2ccccc2)nc1C(=O)OCC(=O)NCc1ccc(Cl)cc1	0.7	0.3	1.7	-1.0	-0.1	8	-1.2	-0.6	-16	2	-1
Cc1nn(C)cc1C(C(=O)NC1CCCCC1)N(Cc1ccccc1Cl)C(=O)c1cnccn1 (stereo unspecified)	0.1	-1.2	-0.4	-3.4	0.7	3	-1.6	-0.2	2	-2	1
Cc1nn(C)c(C(=O)NCc2ccc(Cl)cc2)c1Cl	-3.4	-6.3	-2.7	-0.5	-1.2	1	-1.8	-5.5	-1	-1	-7
Cc1ccc(CS(=O)(=O)c2nc3c(c(N(C)C)n2)CCCC3)cc1	-1.7	-4.1	-0.4	0.8	3.4	-1	-0.5	-0.6	2	-4	0
COc1ccc(N2CCN(C(C)C(=O)N3CC(C)OC(C)C3)CC2)cc1 (stereo unspecified)	-0.9	1.3	-0.1	0.5	1.4	13	-2.1	0.1	-7	-1	0
Cc1c(C)c2cc(Cl)c(OCC(=O)NC3CC(C)(C)NC(C)(C)C3)cc2oc1=O	0.1	0.3	0.1	-0.3	-0.9	4	-1.2	0.8	-28	9	0
CCOC(=O)c1ccc(NC(=S)Nc2ccccn2)cc1	0.0	3.9	0.2	0.9	2.9	6	-1.3	1.7	2	-3	0
Cc1c(C(=O)N2CCN(c3ccccn3)CC2)sc2ncnc(N3CCOCC3)c12	-1.3	0.4	0.5	-2.3	-0.5	2	-1.7	0.8	0	6	-1
CN(CC(=O)N(C)CC(=O)Nc1c(Cl)cccc1Cl)Cc1ccccc1F	0.1	-1.2	0.2	-1.8	0.8	-1	-0.7	-0.8	-4	-3	0
Cc1cc(/N=C/N(C)C)on1	-0.4	-0.6	0.0	2.4	2.5	-5	-1.3	-2.0	1	5	0
CCOc1cccc(-c2nnc(SCC(=O)Nc3ccc(OC)c(OC)c3)n2N)c1	-0.9	-1.4	-0.5	-2.2	2.7	4	-0.9	-0.6	-2	0	3
COCCOC(=O)C1=C(C)N=c2s/c(=C\c3cccs3)c(=O)n2C1c1cccs1 (stereo unspecified)	0.8	-2.8	-0.7	1.2	-2.0	7	-0.9	0.6	-2	5	-1
C[C@H](NC(=O)c1ccc(C(C)(C)C)cc1)C(=O)N1CCN(C/C=C/c2ccccc2)CC1	-1.1	1.3	-4.2	-1.8	0.1	-24	-1.1	-2.0	-5	6	-1
FC(F)(F)c1cc(Oc2ccccc2)ncc1-c1nnc(-c2ccccc2Cl)o1	-2.1	0.2	0.4	-0.4	0.5	2	-1.4	-1.3	-14	5	-2
CN(C)C(/C=C/Nc1ccc(F)cc1F)=C(C#N)C#N	0.2	0.0	0.6	-1.1	0.9	10	-1.8	-1.6	-12	1	-1
Cc1cc(C)cc(NC(=O)CN2CCC(NC(=O)Cc3ccccc3)CC2)c1	1.8	0.7	0.3	0.6	0.5	-3	-2.0	-1.2	3	5	0
O=c1c(-c2ccc(O)cc2)coc2cc(OC3OC(CO)C(O)C(O)C3O)ccc12 (stereo unspecified)	1.3	4.0	1.5	0.1	0.9	6	-0.3	1.2	-14	1	2
CNC(=O)c1cc2cc(OC)ccc2n1CCN(Cc1ccccc1)Cc1ccccc1	0.4	-1.9	-1.1	1.0	2.2	-14	-1.6	-1.8	-10	7	-2
COc1ccc(CCN2C(=O)N[C@@H](CCC(=O)O)C2=O)cc1	1.6	1.5	0.6	0.7	-0.6	-4	-1.1	-1.2	-3	-5	-2
COc1ccc(CNC(=O)CN(Cc2ccc(Cl)cc2)C(=O)c2csnn2)cc1	-0.5	-1.5	-0.5	-0.7	0.0	-5	-1.1	-1.1	-4	1	1
CCc1ccc(NC(=O)N(CCN2CCOCC2)C2CCN(C(C)=O)CC2)cc1	-1.4	-0.5	-0.2	0.6	2.6	3	-1.2	2.4	0	-6	1
COc1ccc(OC)c(NC(=O)CNC(=O)Cn2cnc3sc(C)cc3c2=O)c1	0.2	2.4	0.0	-2.3	-0.6	5	-0.9	-0.5	3	8	1
Clc1cccc(Cl)c1CO/N=C/c1c(-c2ccccc2)nc2n1CCS2	-0.7	-1.9	-1.0	0.8	-0.1	8	-1.9	-0.9	-2	0	-5
O=C(Cn1c(CC(=O)N2CCCC2)nc2ccccc21)NCc1ccccc1	-0.5	0.0	-0.7	-2.2	2.5	-10	-1.3	-1.1	0	-5	-2
Cc1cccc2[nH]c3c(N4CC=C(c5ccc(F)cc5)CC4)ncnc3c12	.	-4.2	-1.0	1.7	1.9	16	-1.8	-0.7	-58	0	-4
Cc1ccc(C(=O)Nc2nc(-c3ccc([N+](=O)[O-])cc3)cs2)o1	-0.9	-3.9	-0.2	0.0	0.7	-1	-1.4	-2.7	2	-1	-1
CS(=O)(=O)c1ccc(C(=O)OCC(=O)NNC(=O)COc2ccc(Cl)cc2)cc1	-0.4	-1.1	2.0	0.7	-0.9	6	-0.8	-1.4	-1	-4	-3
O=C(CSc1nnc(CNc2ccc(F)cc2)n1Cc1ccccc1)NCc1ccco1	1.1	0.2	0.1	1.7	-1.5	-7	-1.0	-0.3	0	-4	-1
CC(=O)c1ccc(OCC(=O)N(CCC2=CCCCC2)c2c(N)n(Cc3ccccc3)c(=O)[nH]c2=O)cc1	1.1	4.3	0.3	-0.3	1.9	-5	-1.1	-1.5	-10	-4	0
CCc1nnc(NC(=O)CSc2ncc(-c3ccccc3)n2C)s1	0.1	2.1	0.1	-0.3	0.9	0	-0.7	-0.6	-3	-2	3
CC(=O)Nc1ccc(NS(=O)(=O)c2ccc3c(c2)n(C)c(=O)n3C)cc1	0.3	-0.4	0.6	0.8	-0.3	-2	-0.6	-1.1	-3	4	-3
COc1ccc(C2/C(=C(/O)c3ccc4c(c3)CC(C)O4)C(=O)C(=O)N2CCCn2ccnc2)cc1 (stereo unspecified)	0.2	0.0	-0.6	3.1	2.2	-3	-0.8	-2.5	-7	5	-1
Brc1ccc(-c2nc(N/N=C/c3cccnc3)c3ccccc3n2)cc1	0.7	13*	1.2	-0.3	-1.1	-4	1.6*	11*	-9	1	7
COCCCNc1nc2c(c(=O)n(Cc3ccc(OC)cc3)c(=O)n2C)n1C	-1.2	-3.5	0.1	-0.5	0.2	15	-1.4	-2.1	3	2	-5
CC(OC(=O)c1ccc([N+](=O)[O-])s1)C(=O)Nc1ncc(Cl)cc1Cl (stereo unspecified)	-0.2	-0.4	-0.3	-3.6	0.2	4	-0.8	-1.6	2	-4	5
Cc1nn(-c2ccccc2)c2sc(C(=O)NCCc3ccc(Cl)cc3)cc12	.	1.8	-1.5	.	.	-6	-1.6	0.5	-1	-3	-6
O=C(CCN1C(=O)COc2ccccc21)NCCCN1CCCC1	0.3	0.7	0.3	-2.5	3.0	1	-1.0	-1.7	-14	-1	1
O=C(CC(=O)Nc1cc(Cl)ccc1Cl)Nc1cc(Cl)ccc1Cl	-1.0	1.7	0.7	5.5	0.3	-14	-0.9	1.3	-4	2	2
Cc1c(CC(=O)NCCCC(=O)O)c(=O)oc2cc3c(cc12)CCC(C)(C)O3	-3.8	-13	-1.2	0.1	-10	0	-2.7	-7.3	-238	-5	-8
O=C(NCC1CCN(C(=O)C(=O)c2cc3ccccc3o2)CC1)c1cc(C(F)(F)F)cc(C(F)(F)F)c1	.	2.2	0.6	0.4	.	-8	-0.5	-0.3	0	4	-7
CCc1nc2c(OCc3ccccc3OC)cccn2c1N(C)C(=O)C(C)C	.	-0.4	-0.1	0.1	-3.7	3	-1.2	0.2	-10	-4	-1
CC(=O)Nc1ccc(N=Cc2c(O)c(C(=O)Nc3ccccc3)cc3ccccc23)cc1	.	1.2	0.9	0.2	.	3	2.1*	4.0	-68	-23	-4
O=C(Nc1ccc(-c2nnco2)cc1)c1ccccc1	-0.6	1.2	0.7	-0.1	3.1	1	-0.9	-0.4	-1	1	3

An unsorted share of the library; overall some 7% were active at least once.
